Assay outcomes (PubChem)
Lamin A splicing: LMNA splicing modulation | HeLa LMNA splicing GFP/RFP minigene ratio, 48 h | Potency, µM (series often up to 46.1 µM), for the others: at the highest dose ratio change, negative = inhibition, actives largely listed as inhibitors | hit rate 0.01% among 200,000 | AID 1487; active = well fitted inhibition curve with a large enough effect in the signal ratio, with a control signal flat, not every such curve was filed as active; inconclusive = small, poorly fitted or top-dose-only effect, or effect the other way, or a change in a side signal; the % refers to the signal ratio
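S3 HeLa stable clones carrying a lamin A-EGFP splicing minigene plus DsRed2 were seeded at 600 cells/well in Opti-MEM with 2% FBS, pin-dosed and incubated 48 h at 37°C. Acumen cytometry (488 nm) gave the GFP/RFP total-intensity ratio.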
The depositor's hits bear a star; ? = inconclusive; [ ] = dose if it differs, or a comment. % is scaled to controls: 0 for no effect and ±100 for the full control effect; potency is read from the fitted curve at half-maximal effect. These rows are one share of the data; rates above refer to the full screens.

SMILES	Lamin A splicing
CCOc1ccc(C(=O)Nc2nnc(S(=O)(=O)Nc3ccccc3)s2)cc1	21%[46 µM]
CCN(CC)C(=O)C1CCN(S(=O)(=O)c2c(C)noc2/C=C/c2cccc(OC)c2)CC1	?
O=C(CSc1nc(=O)[nH]c2c1CCC2)Nc1cc(C(F)(F)F)ccc1Cl	?
COc1ccc(NC(=O)c2cc(C3CC3)nc3c2c(C)nn3-c2ccc(C)cc2)cc1OC	2%[46 µM]
CC(C)(C)OC(=O)N1CCC(c2c(C(=O)NC3CCCCC3)cnn2-c2cccc(Cl)c2)CC1	4%[46 µM]
Cc1ccc(CCNC(=O)CCS(=O)(=O)c2ccc3c(c2)oc(=O)n3C)cc1	11%[46 µM]
COc1cc(OC)c(NC(=O)COCc2cc(-c3cccs3)on2)cc1Cl	0%[46 µM]
Cc1c(C(=O)NCc2ccccc2)sc2nc3n(c(=O)c12)CCC3	?
O=C(CCn1c(=O)c2cccn2c2ccc(F)cc21)NCc1ccccc1F	21%[46 µM]
CCOC(=O)c1ccccc1NC(=O)c1sc2nc3n(c(=O)c2c1C)CCCC3	?
CCOc1ccc(CNC(=O)c2ccc3c(c2)nc2n3CCC(C)C2)cc1OC (stereo unspecified)	16%[46 µM]
Cc1cc(C)cc(NC(=O)c2cc3c(=O)n(Cc4ccco4)ccc3nc2C)c1	?
CCOc1ccc(CCNC(=O)c2cnc3sc(N4CCOCC4)nn3c2=O)cc1	1%[46 µM]
Cc1cc(C)cc(N2C(=O)N(Cc3cc(=O)n4ccccc4n3)c3ccccc3S2(=O)=O)c1	-11%[46 µM]
COc1cccc(C(=O)NCCc2csc3nc(-c4ccccc4F)nn23)c1OC	?
Cc1ccccc1CN1CCCN(CC(=O)Nc2ccc3c(c2)OCCO3)S1(=O)=O	6%[46 µM]
Cc1cc2n(n1)CCC(=O)N2Cc1ccc(C(=O)Nc2ccc(F)cc2F)cc1	13%[46 µM]
COc1cccc(NC(=O)CSC2=Nc3ccccc3C3=NC(CC(=O)NCc4cccs4)C(=O)N23)c1 (stereo unspecified)	-9%[46 µM]
CCOc1ccc(-c2c(C)nn3c(C)c(C(=O)NCc4cccc(OC)c4)cnc23)cc1OCC	-4%[46 µM]
CCOC(=O)c1c(C)oc2nc(C)nc(NCCc3ccc(Cl)cc3)c12	19%[46 µM]
COc1ccc(OC)c(Nc2ncnc3c2cnn3-c2ccc(C)cc2)c1	?
CCN1CCN(C(c2ccc(F)cc2)c2sc3nc(-c4ccco4)nn3c2O)CC1 (stereo unspecified)	?
CCOc1ccccc1CNS(=O)(=O)c1cc2c(cc1C)NC(=O)CO2	-2%[46 µM]
COc1cccc(C(=O)CN2CCN(S(=O)(=O)c3ccc(Cl)cc3)CC2)c1	-16%[46 µM]
Cc1ccc(CCNC(=O)C2CC(=O)N(CCc3ccc(C)cc3)C2)cc1 (stereo unspecified)	11%[46 µM]
Continued:
SMILES	Lamin A splicing
CCOC(=O)c1c(C)[nH]c(CCC(=O)NCCCN2CCN(c3ccccc3F)CC2)c1C	?
CCc1cnc2c(c1SCC(=O)c1ccc(Cl)cc1)c(=O)n(C)c(=O)n2C	2%[46 µM]
CCOc1ccc(NC(=O)N(C)CCc2c(C)nn(C)c2C)cc1	16%[46 µM]
COc1ccc(-c2cnc(C)o2)cc1S(=O)(=O)Nc1c(C)cc(C)cc1C	8%[46 µM]
COc1cccc(OC)c1C(=O)Nc1ccc2c(c1)N(C(C)=O)CCC2	16%[46 µM]
CCOc1ccc(C2C(C(=O)Nc3ccccc3OC)=C(C)Nc3c(C(=O)Nc4cccc(C)c4)cnn32)cc1 (stereo unspecified)	27%[46 µM]
COc1ccc(NC(=O)c2oc3ccc(S(=O)(=O)N4CCC5(CC4)OCCO5)cc3c2C)cc1Cl	-13%[46 µM]
O=C(CCn1cccn1)Nc1ccc(Br)cc1F	22%[46 µM]
COc1cccc(C(=O)Nc2nnc(S(=O)(=O)N3CCCc4ccccc43)s2)c1	9%[46 µM]
COC(=O)c1scc(-c2ccc(C)cc2)c1S(=O)(=O)Nc1ccc(N(C)C)cc1	-27%[46 µM]
O=C(Nc1nnc(S(=O)(=O)N2CCCCC2)s1)c1ccccc1Br	-15%[46 µM]
COc1ccc(N2CCN(c3ncnc4c3nc3n4CCCCC3)CC2)cc1	-13%[46 µM]
Cc1ccc(CNC(=O)CC(C)CC2=NS(=O)(=O)c3ccccc3N2)cc1 (stereo unspecified)	15%[46 µM]
O=C(Nc1cc2ccc(O)cc2oc1=O)c1ccc(F)cc1	-8%[46 µM]
O=C(Nc1cccc(Br)c1)Nc1nc2c(s1)CCCCCC2	?
O=C(Nc1ccc(F)c(Cl)c1)C1CCN(S(=O)(=O)c2ccc3c(c2)CCCN3C(=O)C2CCC2)CC1	?
CCOC(=O)c1c(SCC(=O)Nc2nc3ccc(C)cc3s2)nc(=O)[nH]c1C	2%[46 µM]
Cc1ccc(C)c2sc(N3CCN(C(=O)c4ccco4)CC3)nc12	-23%[46 µM]
Cc1cc(C)c(/C=C/c2onc(C)c2S(=O)(=O)N2CCC(C(=O)Nc3ccc(Cl)c(C(F)(F)F)c3)CC2)c(C)c1	?
CCN(CC)CCN(C(=O)c1ccco1)c1nc2ccc(Cl)cc2s1	?
CCOc1ccc(S(=O)(=O)NCCc2sc3nc(-c4ccc(F)cc4)nn3c2C)cc1	5%[46 µM]
CCc1ccc(NC(=O)C2CCN(C(=O)N3CC(CC)Oc4ccccc43)CC2)cc1 (stereo unspecified)	-19%[46 µM]
O=C(CN1C(=O)C2(SCC(=O)N2c2ccc(Cl)cc2)c2ccccc21)NCCc1ccccc1 (stereo unspecified)	2%[46 µM]
CN(Cc1ccccc1)C(=O)CCS(=O)(=O)c1ccc2c(c1)oc(=O)n2C	1%[46 µM]
CCOc1ccccc1Nc1ncnc2c1c(-c1ccccc1)cn2-c1ccc(OC)cc1	-15%[46 µM]

As entered above.
`CCOc1ccc(NC(=O)N(C)CCc2c(C)nn(C)c2C)cc1` in Lamin A splicing → 16%[46 µM]
`CCOC(=O)c1c(SCC(=O)Nc2nc3ccc(C)cc3s2)nc(=O)[nH]c1C` in Lamin A splicing → 2%[46 µM]

Reprinted at random: five entries already listed, in no set order.
SMILES	Lamin A splicing
CCOc1ccc(C2C(C(=O)Nc3ccccc3OC)=C(C)Nc3c(C(=O)Nc4cccc(C)c4)cnn32)cc1 (stereo unspecified)	27%[46 µM]
COc1cccc(OC)c1C(=O)Nc1ccc2c(c1)N(C(C)=O)CCC2	16%[46 µM]
Cc1ccc(C)c2sc(N3CCN(C(=O)c4ccco4)CC3)nc12	-23%[46 µM]
CCOC(=O)c1ccccc1NC(=O)c1sc2nc3n(c(=O)c2c1C)CCCC3	?
Cc1ccc(CCNC(=O)CCS(=O)(=O)c2ccc3c(c2)oc(=O)n3C)cc1	11%[46 µM]

Additional entries.
SMILES	Lamin A splicing
CCCCNS(=O)(=O)c1ccc2nc(-c3cccnc3)cc(C(=O)NCCC)c2c1	20%[46 µM]
Cc1c(C(=O)N(C)C)sc2c1c(=O)n(-c1ccc(Cl)c(Cl)c1)c(=O)n2Cc1ccc(F)cc1	5%[46 µM]
COc1cccc(C(=O)Nc2ccccc2C(=O)OCc2cc(=O)n3nc(C)sc3n2)c1	6%[46 µM]
CCC(=O)N1c2ccccc2CC1C(=O)NCCCN1CCN(c2cc(C)ccc2C)CC1 (stereo unspecified)	-9%[46 µM]
Cc1ccc(S(=O)(=O)C(CNC(=O)C(=O)NCCc2ccccc2)c2cccs2)cc1 (stereo unspecified)	16%[46 µM]
COc1cccc(N2CC(NC(=O)/C=C\c3ccccc3)CC2=O)c1 (stereo unspecified)	7%[46 µM]
COc1ccc(C2NC(=O)N(C)C3=C2C(=O)N(c2ccc(Br)cc2)C3)cc1 (stereo unspecified)	?
Cc1ccc(OCC(=O)Nc2cccc(OCc3cc(=O)n4cccc(C)c4n3)c2)cc1C	12%[46 µM]
COc1ccccc1CCNC(=O)c1cc2c(=O)n3cccc(C)c3nc2n1C	6%[46 µM]
O=C(Nc1ccccc1Br)N1CCC(CN2CCCC2)CC1	?
COc1ccc(-c2nc3scc(CCNS(=O)(=O)c4ccc(F)cc4C)n3n2)cc1	?
CCc1ccccc1-n1cnc2cc(C(=O)NC3CCCCCC3)ccc21	-8%[46 µM]
Cc1ccc(C2C(=O)N(C3CCCCCC3)CC(=O)N2C(C)C)cc1 (stereo unspecified)	-1%[46 µM]
Cc1cccc(-n2ncc3c(Nc4ccc(Oc5ccc(Cl)cc5)cc4)ncnc32)c1	-4%[46 µM]
Cc1cc(C)cc(NC(=O)c2cnn(-c3ccc(C)c(C)c3)c2C2CCNCC2)c1	?
O=c1c2ccccc2nc2sc(Nc3cccc(C(F)(F)F)c3)nn12	1%[46 µM]
COc1ccc(S(=O)(=O)NCC(c2ccc(N(C)C)cc2)N2CCc3ccccc32)cc1 (stereo unspecified)	?
COc1ccc(CC(=O)NCCS(=O)(=O)N2CCN(c3ccc(F)cc3)CC2)cc1OC	-3%[46 µM]
COc1ccc(CNC(=O)c2cnc(N3CCOCC3)c3ccccc23)cc1	-5%[46 µM]
CC(C)(C)OC(=O)N1CCC(c2c(C(=O)NCc3ccc4c(c3)OCO4)cnn2-c2ccc(F)cc2F)CC1	-9%[46 µM]
CCOC(=O)c1ccc(CN(Cc2ccc(Br)cc2)S(=O)(=O)c2cccc(C(F)(F)F)c2)cc1	-7%[46 µM]
O=C(CC1N=C2c3ccccc3N=C(SCc3cccc(F)c3)N2C1=O)NCc1cccs1 (stereo unspecified)	9%[46 µM]
CCOc1ccc(C(=O)Nc2nc(-c3ccc(Br)cc3)ns2)cc1	14%[46 µM]
CCOC(=O)c1cccc(NC(=O)C2CCN(S(=O)(=O)c3c(C)noc3/C=C/c3ccc(C)cc3)CC2)c1	-9%[46 µM]
O=C(Nc1ccc(Br)cc1)c1cc(S(=O)(=O)N2CCc3ccccc32)ccc1F	5%[46 µM]
Going on with the list:
SMILES	Lamin A splicing
Cc1ccc(CNC(=O)CCn2cnc3ccccc3c2=O)cc1	14%[46 µM]
CCc1cccc(CC)c1NC(=O)CCS(=O)(=O)c1ccc(Br)cc1	-2%[46 µM]
CC(C)C(=O)Nc1nnc(S(=O)(=O)N2CCc3ccccc32)s1	12%[46 µM]
COC(=O)c1ccc(Cn2c(SCC(=O)Nc3ccc(F)cc3)nc3ccccc32)cc1	?
COc1cccc(N2C(=O)CSC23C(=O)N(CC(=O)Nc2cccc(Cl)c2)c2ccccc23)c1 (stereo unspecified)	-9%[46 µM]
CC(=O)c1ccc(NC(=O)CCc2c(C)nn(-c3ccc4nncn4n3)c2C)cc1	1%[46 µM]
Cc1c(-c2ccccc2)c(=O)oc2c(CN3CCN(C)CC3)c(O)ccc12	-6%[46 µM]
COc1ccc(-c2nc(C)c(CCNS(=O)(=O)c3cc(C)c(C)cc3C)s2)cc1	?
CSc1cccc(NC(=O)C2CCN(c3nc4ccccc4[nH]3)CC2)c1	-3%[46 µM]
COc1cc(CN(C(=O)c2ccc(OC(C)C)cc2)c2ccccn2)cc(OC)c1OC	?
Cc1csc2nc(COC(=O)c3ccc(NC(=O)c4ccccc4Br)cc3)cc(=O)n12	-3%[46 µM]
O=C(Nc1ccccc1)N1CCN(C(=O)c2nsc3ccccc23)CC1	13%[46 µM]
O=C(CCSCc1cccc(Cl)c1)NCc1ccc(F)cc1Cl	?
CCOCCc1nn2c(=O)cc(COC(=O)c3ccc4c(c3)OCO4)nc2s1	2%[46 µM]
CCC(=O)N1c2ccccc2CC1C(=O)NCCc1ccccc1Cl (stereo unspecified)	?
Cc1ccc(CNC(=O)C(=O)NCC(c2cccnc2)N2CCN(c3ccc(F)cc3)CC2)cc1 (stereo unspecified)	29%[46 µM]
CC(=O)c1ccc(N2CCN(c3ccc(NC(=O)c4ccc(F)cc4)cc3C(=O)O)CC2)cc1	?
CCOC(=O)c1ccccc1NC(=O)c1c(C)oc2ncnc(N3CCOCC3)c12	-16%[46 µM]
CCOCCc1nn2c(=O)cc(COC(=O)c3ccccc3NC(=O)CC(C)C)nc2s1	-1%[46 µM]
CCOc1ccc(-n2ccnc2SCC(=O)Nc2ccc3c(c2)OCO3)cc1	-4%[46 µM]
COc1ccc(C(=O)Nc2nc3c(s2)CCCC3)cc1Cl	?
CC(C)C(NS(=O)(=O)c1cccc2cccnc12)C(=O)Nc1ccc(OC(F)(F)F)cc1 (stereo unspecified)	2%[46 µM]
CC1=C(c2ccc(C(C)C)cc2)S(=O)(=O)N=C1N1CCC(C(=O)NCc2ccccc2)CC1	?
CCc1ccc(-n2c(C)nc3cc(C(=O)NCCc4ccccc4)ccc32)cc1	?
O=C(OCc1cc(=O)n2nc(-c3cccs3)sc2n1)c1ccccc1Cl	9%[46 µM]
Cc1ccc(C)c(N2CCN(C(=O)c3nn(C)c4c3CS(=O)(=O)c3ccccc3-4)CC2)c1	?
CC(=O)N1c2ccc(S(=O)(=O)N3CCCCCC3)cc2CC1C(=O)NCc1ccccc1 (stereo unspecified)	-5%[46 µM]

Four of the compounds above, with each value named:
CSc1cccc(NC(=O)C2CCN(c3nc4ccccc4[nH]3)CC2)c1
  Lamin A splicing = -3%[46 µM]
COc1cc(CN(C(=O)c2ccc(OC(C)C)cc2)c2ccccn2)cc(OC)c1OC
  Lamin A splicing = ?
Cc1csc2nc(COC(=O)c3ccc(NC(=O)c4ccccc4Br)cc3)cc(=O)n12
  Lamin A splicing = -3%[46 µM]
O=C(Nc1ccccc1)N1CCN(C(=O)c2nsc3ccccc23)CC1
  Lamin A splicing = 13%[46 µM]
